Kir21 inh: blocks the mouse Kir2.1 inward-rectifier potassium channel; AID 1672; HEK293-Kir2.1, FluxOR thallium flux fluorescence; active compounds read low; hit rate 0.85% among 310,000; P35561; B-score at 10 µM;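 active = fluorescence ratio B-score at or below minus 3 SD of library scores, with starting-brightness B-score within 2 SD, cut at about -4.2 in these data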;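 also: channel flux triggered by added potassium and thallium sulfate stimulus; B-score of peak minus minimum fluorescence over baseline after thallium stimulus; more negative B-score means stronger Kir2.1 block with less thallium influx; some compounds called inactive have numbers as strong as hits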
Target sequence (P35561 whole entry, looked up): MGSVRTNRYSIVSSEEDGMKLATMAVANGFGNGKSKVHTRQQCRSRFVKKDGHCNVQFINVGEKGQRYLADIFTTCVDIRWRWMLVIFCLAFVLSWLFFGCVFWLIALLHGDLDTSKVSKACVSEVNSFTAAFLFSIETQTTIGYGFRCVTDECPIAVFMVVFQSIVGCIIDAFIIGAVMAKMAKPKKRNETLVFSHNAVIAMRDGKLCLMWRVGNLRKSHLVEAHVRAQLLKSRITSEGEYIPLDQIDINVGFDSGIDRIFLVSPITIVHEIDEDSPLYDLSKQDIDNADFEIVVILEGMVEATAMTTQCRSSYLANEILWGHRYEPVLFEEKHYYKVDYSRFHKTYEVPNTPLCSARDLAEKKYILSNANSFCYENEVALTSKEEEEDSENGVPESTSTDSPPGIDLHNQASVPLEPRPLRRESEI
STK33 inh: inhibitors of human STK33 kinase | Q9BYT3 | purified STK33, MBP phosphorylation, ADP-Glo luminescence | inhibition, % at 10 µM | hit rate 0.073% among 320,000;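 active = inhibition at or above 25%, using the most active replicate where run in duplicate; inactive = inhibition below 25%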
Target sequence (Q9BYT3 whole entry, looked up): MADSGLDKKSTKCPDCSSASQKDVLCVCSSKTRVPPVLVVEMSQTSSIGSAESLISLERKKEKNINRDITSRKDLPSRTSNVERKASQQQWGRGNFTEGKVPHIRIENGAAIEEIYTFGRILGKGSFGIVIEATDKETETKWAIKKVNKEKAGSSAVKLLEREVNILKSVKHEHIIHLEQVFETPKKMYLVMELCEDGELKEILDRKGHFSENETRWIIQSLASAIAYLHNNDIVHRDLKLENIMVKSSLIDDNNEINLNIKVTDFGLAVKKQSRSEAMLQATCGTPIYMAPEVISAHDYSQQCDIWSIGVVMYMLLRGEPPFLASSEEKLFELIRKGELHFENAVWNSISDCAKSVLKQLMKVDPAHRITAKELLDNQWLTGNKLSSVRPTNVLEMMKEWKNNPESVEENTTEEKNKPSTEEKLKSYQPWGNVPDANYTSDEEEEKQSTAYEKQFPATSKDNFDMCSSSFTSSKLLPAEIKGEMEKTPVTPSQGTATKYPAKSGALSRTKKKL
An asterisk follows results filed as active; . = no result given; & = joins results of further samples. Outcome played no part in choosing rows; about 0.84% have a hit in one of these screens.

SMILES	Kir21 inh	STK33 inh
O=C(CSc1nc2c(cnn2-c2ccc(F)cc2)c(=O)[nH]1)N1CCCCCC1	2.2	0.6
S=c1[nH]nc(-c2ccc(Cl)cc2Cl)n1Cc1ccccc1	-1.7	-1.3
CCN(CC(=O)NCc1ccc(Cl)cc1)C(=O)CSCC(=O)Nc1ccc(OC)cc1	-1.1	-0.9
N=C1C(=O)OCC1c1ccccc1NC(=O)c1ccc(F)cc1 (stereo not drawn)	-1.1	0.1
Cc1cc(OCC(C)C)ccc1/C(O)=C1/C(=O)C(=O)N(Cc2cccnc2)C1c1ccncc1 (stereo not drawn)	2.6	-2.9
COc1cc(C)ccc1OCCCCNCc1ccccc1	-5.8*	-1.6
Cc1ccc(NC(=S)N(CCN(C)C)Cc2cc3cc(C)cc(C)c3[nH]c2=O)cc1	-0.01	0.5
Cc1nn2c(N3CCN(c4ccccn4)CC3)cc(C(C)C)nc2c1-c1ccccc1	-0.47	.
CC1Oc2ccccc2N(CC(=O)c2cccc(Cl)c2)C1=O (stereo not drawn)	1.7	0.0
O=C(Nc1ccc(F)cc1F)NC1CCN(S(=O)(=O)c2ccc(F)cc2)CC1	-0.1	-0.9
COCCNC(=O)C(c1ccc(Cl)cc1)N(CCOC)C(=O)CCC(=O)Nc1ccccn1 (stereo not drawn)	0.94	0.2
COc1ccc(OCCOC(=O)c2cc(S(=O)(=O)N3CCOCC3)c(Cl)cc2Cl)cc1	-1.7	-1.1
COc1cnc(-c2ccccn2)nc1Sc1c(Cl)cccc1Cl	0.39	-1.3
CC(SCc1ccccc1)C(=O)NC1CCCC1 (stereo not drawn)	-2.3	-3.0
Cc1ccn2cc(CCNC(=O)COc3ccccc3)nc2c1	0	-2.6
COc1ccc(NC(=O)N2CCCC(CCC(=O)N(C)CCc3ccccn3)C2)cc1 (stereo not drawn)	1	-6.7
CC(C)=CCC/C(C)=C/CN(CC(C)O)CC(C)O (stereo not drawn)	-0.35	-1.5
Cc1ccc(N(CC(=O)Nc2ccc(Br)c(C)c2)S(=O)(=O)c2c(C)[nH]c(=O)[nH]c2=O)cc1	0.38	0.1
Cc1cccc2nc(CNC(=O)C3CCC(=O)N(Cc4ccccc4F)C3)cn12 (stereo not drawn)	-1.2	0.0
Cc1c(CC(=O)NCCC(=O)O)c(=O)oc2cc3oc4c(c3cc12)CCCC4	-1.4	0.4
COc1ccccc1CNC(=O)COC(=O)Cc1ccsc1	-0.03	.
COc1cccc(CN(C)C(=O)Cc2c[nH]c3ccccc23)c1	1	-2.0
COc1cccc(C(=O)Nc2nnc(S(=O)(=O)N(C)Cc3ccc(F)cc3)s2)c1	-0.35	-0.8
CCOC(=O)C1CN(C(C)(C)C)C(=O)C1=O (stereo not drawn)	1.2	-1.0
Cc1ccc(NC(=S)N(CCN(C)C)C(C)c2ccco2)cc1C (stereo not drawn)	-0.16	-1.5
CC(=O)N1CCN(C(=O)c2ccc(-c3cccc(C(F)(F)F)c3)o2)CC1	0.26	0.1
CN(c1ccccc1C(=O)NCc1ccco1)S(C)(=O)=O	1	-1.8
CCc1ccccc1OCCCCCNCCO	-1.8	-0.5
Cc1[nH]c2ccccc2c1CCCO	-3	0.4
CCN(c1ccc(F)cc1)S(=O)(=O)c1cccc2nsnc12	-5.5*	0.0
CC1CCC(NC(=O)COc2ccc(C(=O)c3ccccc3)cc2)CC1 (stereo not drawn)	-0.14	-0.8
COc1ccccc1C(=O)NCC(=O)N/N=C/c1cc(Br)ccc1OC(=O)/C=C\c1ccco1	0.05	0.1
CC1=CC(=NOC(=O)c2cccc([N+](=O)[O-])c2)C=C(C)C1=O	1.7	-1.0
Cc1cc(NC(=O)c2ccco2)ccc1-n1cnnn1	-0.66	-1.3
CC(=O)NS(=O)(=O)c1ccc2c(c1)Cc1cc(S(=O)(=O)NC(C)=O)ccc1-2	0.29	-2.1
CCOc1cc(Br)cc(C(c2c(C(=O)O)[nH]c3ccccc23)c2c(C(=O)O)[nH]c3ccccc23)c1O	0.75	.
CCOc1ccc(NC(=O)C(=O)N/N=C/c2ccccc2F)cc1	1.2	0.2
Cc1ccc2nc(NC(=O)CNS(=O)(=O)c3ccc(Br)s3)sc2c1	0.3	0.8
Cc1ccc(C2C(C(=O)c3ccco3)=C(O)C(=O)N2c2nnc(C)s2)cc1 (stereo not drawn)	-2	.
Cc1[nH]c(=O)[nH]c(=O)c1S(=O)(=O)N1CCCC(C(=O)NCCc2ccccc2)C1 (stereo not drawn)	1.7	-0.1

Look-ups from above.
For Kir21 inh, `CC(=O)NS(=O)(=O)c1ccc2c(c1)Cc1cc(S(=O)(=O)NC(C)=O)ccc1-2` reads 0.29
For Kir21 inh, `CCOc1cc(Br)cc(C(c2c(C(=O)O)[nH]c3ccccc23)c2c(C(=O)O)[nH]c3ccccc23)c1O` reads 0.75
For Kir21 inh, `CCN(c1ccc(F)cc1)S(=O)(=O)c1cccc2nsnc12` reads -5.5*

Returning to the listing with the six entries that preceded the break.
SMILES	Kir21 inh	STK33 inh
CC(=O)NS(=O)(=O)c1ccc2c(c1)Cc1cc(S(=O)(=O)NC(C)=O)ccc1-2	0.29	-2.1
CCOc1cc(Br)cc(C(c2c(C(=O)O)[nH]c3ccccc23)c2c(C(=O)O)[nH]c3ccccc23)c1O	0.75	.
CCOc1ccc(NC(=O)C(=O)N/N=C/c2ccccc2F)cc1	1.2	0.2
Cc1ccc2nc(NC(=O)CNS(=O)(=O)c3ccc(Br)s3)sc2c1	0.3	0.8
Cc1ccc(C2C(C(=O)c3ccco3)=C(O)C(=O)N2c2nnc(C)s2)cc1 (stereo not drawn)	-2	.
Cc1[nH]c(=O)[nH]c(=O)c1S(=O)(=O)N1CCCC(C(=O)NCCc2ccccc2)C1 (stereo not drawn)	1.7	-0.1
O=C(Nc1ccc(S(=O)(=O)Nc2nccs2)cc1)c1cccc(S(=O)(=O)N2CCOCC2)c1	-0.2	-0.1
CC(C)(C)C(=O)Nc1cccc(C(=O)Nc2cc(C(=O)O)cc(C(=O)O)c2)c1	1.3	-1.6
CCn1c(C)cc(=O)cc1-c1ccc(Cl)cc1	-0.02	-0.5
Nc1ccccc1-c1nc2ccccc2c(=O)o1	-0.51	-0.4
COc1ccccc1NC(=O)/C(C#N)=C/c1ccc(OCCN2CCOCC2)c(OC)c1	0	0.2
O=C(COc1ccccc1)NNC(=O)c1cc2ccccc2oc1=O	0.3	-1.2
N#Cc1nc(-c2ccc(OCc3ccccc3)cc2)oc1N1CCC(C(N)=O)CC1	-0.01	0.9
COc1ccccc1NC(=O)CSc1nccn1Cc1ccc(F)cc1	-2.2	0.0
Cc1ccc(S(=O)(=O)NCCCCCC(=O)NCCc2ccccc2)cc1	0.11	0.2
c1cc2c(nn1)CCc1nonc1-2	-0.13	-0.2
COC(=O)c1ccc(C2c3c(oc4cc(C)c(C)cc4c3=O)C(=O)N2CCCN(C)C)cc1 (stereo not drawn)	0.02	0.9
O=C(CNC(=O)c1ccccc1Cl)Nc1ccc(F)cc1	-0.94	0.3
Cc1ccc(C(=O)O)cc1NC(=S)NC(=O)C(c1ccccc1)c1ccccc1	0.36	-2.1
CCCCn1c(N)c(N(Cc2ccccc2OC)C(=O)CN2C(=O)NC3(CCCC3)C2=O)c(=O)[nH]c1=O	-1.1	1.4
CC(C)Oc1ccc(C(=O)Nc2nnc(SCC(=O)N3CCOCC3)s2)cc1	0.2	0.3
CC(C)C(=O)N[C@H]1CCC2C3CC=C4C[C@@H](O)CC[C@]4(C)C3CC[C@@]21C (stereo partly drawn)	.	0.6
CN1CCC(N(C)S(=O)(=O)c2ccc(Cl)cc2)CC1	0	0.8
COC(=O)c1c(NC(=O)CN2CCC(C)CC2)c2c(C)cccc2n1C	-0.04	.
COc1cc2ccccc2cc1C(=O)Nc1ccccc1N1CCCC1	-0.48	-1.2
Cc1ccccc1-c1nc(CS(=O)CC(=O)NCc2ccccn2)c(C)o1 (stereo not drawn)	-0.96	0.5
C/C(N)=C(/C#N)C(=O)COC(=O)c1cc2c(s1)CCC(C)C2 (stereo not drawn)	-0.37	-0.3
Cc1ccc(C)c(N2CCN(C(=O)c3ccc(CS(=O)Cc4ccc(Cl)cc4)o3)CC2)c1 (stereo not drawn)	-0.05	-0.4
CCOc1ccc(S(=O)(=O)Oc2ccc3ccccc3c2)cc1	-0.58	-1.8
O=C(CSc1nnc(NCc2ccccc2)s1)c1ccco1	-0.03	-0.4
CCN(CC)CCCNC(=O)CCC(=O)NNc1nc2ccccc2c2nc(C)nn12	1.5	-1.1
Cc1cccc(OCC(=O)NNC(=O)CCCCC(=O)NNC(=O)COc2cccc(C)c2)c1	-0.03	-0.1
COc1ccc(/C=N/NC(=O)CNC(=O)c2ccc(S(=O)(=O)N3CCOCC3)cc2)cc1OC	0.29	-0.7
CC(=O)N1CCN(S(=O)(=O)c2cccc(C(=O)NNC(=O)COc3ccc(F)cc3)c2)CC1	.	2.0
O=C(CC1NCCc2ccccc21)Nc1ccc(Oc2ccccc2)cc1 (stereo not drawn)	-1.2	9.4
COc1ccc(/C=C/C(=O)NC(=S)Nc2ccc(S(N)(=O)=O)cc2)cc1OC	1.4	-1.2
S=c1[nH]nc(COc2ccccc2)n1/N=C/c1cccnc1	-1.1	0.4
CS(=O)(=O)N(CC(=O)NCCSC1CCCCC1)c1ccccc1	-0.31	-1.4
Cc1ccc(NC(=O)COc2coc(CN3CCc4ccccc4C3)cc2=O)c(C)c1	-0.51	-0.7
CC1CCCC(C)N1C(=S)SCC(=O)O (stereo not drawn)	-0.06	-0.6
CN(c1ccc(C(=O)Nc2cccnc2)cc1)S(C)(=O)=O	-0.19	-1.8
CCOc1cc(/C=C2\SC(=N)N(c3nonc3N)C2=O)ccc1OCCN1CCOCC1	-0.73	2.7
COC(=O)C1=C(C)N(Cc2ccccc2)C(=O)N[C@H]1c1ccc(Br)cc1	-1.8	-0.9
CN(CC(=O)Nc1c(Cl)cccc1Cl)CC(=O)N(C)C1(C#N)CCCCC1	.	1.0
Nc1ccc(-c2sc(N)nc2-c2ccccc2)cc1	0.26	-0.7
C=C(c1ccccc1)c1ccccc1N	0.18	0.4

3 compounds already listed, sorted by heavy-atom count, low to high.
SMILES	Kir21 inh	STK33 inh
COC(=O)C1=C(C)N(Cc2ccccc2)C(=O)N[C@H]1c1ccc(Br)cc1	-1.8	-0.9
COc1ccc(/C=C/C(=O)NC(=S)Nc2ccc(S(N)(=O)=O)cc2)cc1OC	1.4	-1.2
Cc1ccc(NC(=O)COc2coc(CN3CCc4ccccc4C3)cc2=O)c(C)c1	-0.51	-0.7

(more compounds)
SMILES	Kir21 inh	STK33 inh
c1ccc(NCC2OCc3ccccc3CO2)cc1	0.89	-0.9
Cc1nc(SCc2ccccc2)[nH]c(=O)c1CC(=O)OCC(C)C	-0.38	0.1
CC(=O)c1ccc(NC(=O)c2ccc(N3C(=O)c4cccnc4C3=O)cc2)cc1	-0.42	-0.7
C/C(=N/NC(=O)CNC(=O)c1cccs1)c1ccco1	0.62	-2.0
CC1CC(C)CN(C(=O)c2cc3ccccc3o2)C1 (stereo not drawn)	-0.1	-0.7
CCOC(=O)C1=C(COC(=O)CCC(=O)c2ccc(C)cc2)NC(=O)NC1C (stereo not drawn)	.	-0.8
C=CCN(C(=O)Nc1ccc2oc(C)nc2c1)c1ccccc1	-0.14	0.0
Cc1ccc(C)c(/C=C2\N=C(c3ccccc3F)OC2=O)c1	-0.08	-1.2
Cc1ccc2[nH]c(C(=O)O)c(-c3ccccc3)c2c1	1.3	-0.2
CCOc1ccc2nc(SCC(=O)NC(=O)NCc3ccco3)sc2c1	-1.2	-2.1
COc1ccc(Cc2nnc(SCC(=O)c3cccc([N+](=O)[O-])c3)n2C)cc1	0.62	-2.2
CC1=CCC2C(=O)N(C(C)c3ccccc3)C(=O)C2C1 (stereo not drawn)	-1.1	0.6
O=C(OCc1nc2scc(-c3ccccc3)c2c(=O)[nH]1)c1cccc([N+](=O)[O-])c1	1.9	-0.9
Cc1c(NC(=O)[C@@H](NC(=O)c2ccc(Cl)c([N+](=O)[O-])c2)C(C)C)c(=O)n(-c2ccccc2)n1C	.	-1.0
Cn1c(=O)c2c(nc(CN3CCc4ccccc4C3)n2Cc2ccccc2)n(C)c1=O	-0.14	-0.3
O=C(COc1ccc(S(=O)(=O)N2CCOCC2)cc1)NC1CCCC1	-0.28	0.8
O=c1oc(-c2cc3ccccc3o2)nc2sc3c(c12)CCCC3	1.8	-0.3
OC1(CNCc2cn[nH]c2-c2cc3ccccc3o2)CCCCC1	-1.1	-2.5
Cc1ccc(CN2CC(C(=O)N3CCN(S(=O)(=O)c4c(F)cccc4F)CC3)CC2=O)cc1 (stereo not drawn)	1.7	0.8
Cc1ccc(C)c(NC(=O)CSc2nnc(CNC(=O)c3ccco3)n2C)c1	0.77	-0.5
Cc1ccc(N2C(=O)c3ccc(N)cc3C2=O)cc1C	0.98	0.5
NCCc1cnc[nH]1	-0.55&-0.17	-0.6
Cc1ccc(S(=O)(=O)n2cccc2CO)cc1	-0.8	-2.8
COc1ccc(Cn2c(=O)[nH]c3cc(C(=O)N4CCN(Cc5ccccc5)CC4)ccc3c2=O)cc1	0.98	-0.9
Cc1cccc(OCC(=O)N2CCN(c3nnc(-c4ccccc4)c4ccccc34)CC2)c1	1.2	0.5
O=C1c2ccccc2S(=O)(=O)c2cc(C(=O)N3CCN(c4ccccc4)CC3)ccc21	-0.33	-1.2
COc1cccc(NC(=O)COC(=O)C2=NN(c3ccccc3)C(=O)CC2)c1	.	-0.3
COc1cccc(NC(=O)C(C)(C)C)c1	.	0.5
Cc1cccc(NC(=O)c2ccc(Cl)c(S(=O)(=O)N3CCCC3)c2)n1	1.3	-1.4
CC1CCN(C(=O)Cn2c(=O)n(-c3ccc(F)cc3)c(=O)c3sccc32)CC1	0.48	-0.7
c1ccc(OCCOCCN2CCc3ccccc3C2)cc1	0.09	0.8
O=C(NC1CCCc2ccccc21)C1CCCO1 (stereo not drawn)	-0.75	-0.8
CC(C)CCNC(=O)NC(=O)COC(=O)CNC(=O)C1CCCCC1	-0.46	-0.3
CCCn1c(CN2CCN(C(C)=O)CC2)nc2cc(S(=O)(=O)N(C)C)ccc21	2.9	15
CC(C)C(=O)Nc1ccnc(-c2cccnc2)n1	-0.09	-1.0
